DAT uptake mod = changed hDAT dopamine uptake under cocaine IC80, either direction, primary screen, cocaine antagonist project, cell-based, LLC-PK1 hDAT, [14C]-dopamine uptake, MLSMR; hit rate 1.3% among 110,000; LLC-PK1 hDAT cells, [14C]-dopamine uptake with cocaine IC80; actives deviate in either direction; B-score at 10 µM; Sodium-dependent dopamine transporter (Homo sapiens), Q01959;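 active = Z score or B-score, a plate-position-corrected score, falls beyond the plate's 99.7% confidence bounds, in either direction; inactive = both scores lie inside the 99.7% bounds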;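 also: scored against the spread of the other compound wells on the same plate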
Target sequence (Q01959 whole entry, looked up): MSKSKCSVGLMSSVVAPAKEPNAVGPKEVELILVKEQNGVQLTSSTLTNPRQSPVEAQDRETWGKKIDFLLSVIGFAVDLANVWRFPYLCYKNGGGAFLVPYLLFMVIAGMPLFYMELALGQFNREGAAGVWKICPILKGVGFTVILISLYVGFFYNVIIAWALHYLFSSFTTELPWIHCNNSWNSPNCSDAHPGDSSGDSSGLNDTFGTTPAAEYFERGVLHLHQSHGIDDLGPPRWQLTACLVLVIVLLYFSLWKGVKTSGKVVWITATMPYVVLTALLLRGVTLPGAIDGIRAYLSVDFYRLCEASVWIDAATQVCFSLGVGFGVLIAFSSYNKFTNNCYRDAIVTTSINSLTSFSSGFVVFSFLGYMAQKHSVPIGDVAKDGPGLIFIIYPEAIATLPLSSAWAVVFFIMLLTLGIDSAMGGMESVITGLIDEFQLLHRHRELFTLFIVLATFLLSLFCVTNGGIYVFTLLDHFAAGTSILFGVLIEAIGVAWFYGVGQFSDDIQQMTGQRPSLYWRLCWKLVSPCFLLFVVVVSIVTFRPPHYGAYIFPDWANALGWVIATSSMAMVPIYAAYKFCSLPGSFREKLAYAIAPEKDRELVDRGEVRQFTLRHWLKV
HUVEC prolif 384 = inhibitors of HUVEC proliferation, primary screen, cell-based, 384-well | viability, % at 10 µM (by protocol) | hit rate 1.1% among 86,000 | CellTiter-Glo luminescence, 72 h; hits give low values | AID 648, 2007;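 active = viability at or below 30%; inactive = viability above 30%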;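 also: 100% = median luminescence of DMSO-only cell control wells on each plate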
Ecoli WT expand = growth inhibitors of wild-type E. coli, primary screen, strain BW25113, expanded library, OD600. OD600 absorbance. growth inhibition, % at 100 µM. hit rate 0.15% among 98,000. AID 710, 2007;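 active = growth inhibition above about 50% at one test dose, limit read from the data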;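 also: growth measured after 20 h incubation at 37 °C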
PostGolgi ctrl = growth inhibition of yeast control strain, primary screen, counter-screen for post-Golgi transport modulator project; efflux-deficient yeast background strain, growth absorbance A615, 16 h; inhibition, % at 10 µM; hit rate 5% among 98,000; AID 738, 2007
S1P2 antag = human S1P2 receptor antagonists, primary screen, cell-based. Sphingosine 1-phosphate receptor 2 (Homo sapiens), O95136. cell-based S1P2 antagonist assay, inhibition at 5 uM. inhibition, % at 5 µM. hit rate 0.21% among 97,000; in the data active = inhibition above about 45%;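 also: CRE beta-lactamase reporter cells expressing human S1P2 stimulated with S1P; 0% = agonist at EC80 alone and 100% = agonist plus reference antagonist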
Lung fibro prol = antiproliferative effect on LL 47 fibroblasts – human, LL 47 cells, CellTiter-Glo luminescence, primary screen. viability, % at 10 µM. LL 47 human lung fibroblast viability, ATP luminescence; hits give low values. hit rate 1.1% among 85,000;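 active = viability at or below 50% in the single dose screen; inactive = viability above 50%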;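 also: compound exposure lasted 72 h before the ATP readout; 100% = median luminescence of untreated cell-only wells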
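Test system: LL 47 human lung fibroblasts; Quantity: 1,150 cells/well; Buffer or medium: IMEM plus 15% FBS; Dosing: tenfold compound dosing solution, DMSO at 0.1%; Timing: overnight cell rest, 72 h compound treatment at 37 °C; Detection: ATP-based CellTiter-Glo luminescent readout; Read-out basis: viability percentage against median untreated-cell control; Controls: cell-only wells, no compound.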
S1P2 agonist = S1P2 receptor agonists, primary screen, cell-based; S1P2-expressing cell line, agonist reporter read-out; activation, % at 4.5 µM; hit rate 0.46% among 97,000; in the data active = activation above about 16%;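 also: 0% = vehicle low control and 100% = maximal reference agonist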
PostGolgi yeast = phenotypic screen on post-Golgi transport, primary screen; post-Golgi transport phenotypic cell assay; inhibition, % at 10 µM; hit rate 0.9% among 98,000; AID 739, 2007;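 also: yeast cells grown in 1536-well plates; yeast grown about 18 h at 30C before absorbance read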
H69AR growth 86K = proliferation blockers of H69AR lung cancer cells, primary screen, cell-based, human, 86K library; H69AR lung tumor viability, ATP luminescence, 72 h; hits give low values; viability, % at 10 µM; hit rate 6% among 85,000;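 active = viability at or below 40%; inactive = viability above 40%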;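 also: multidrug resistant small cell line overexpressing MRP-1 efflux transporter; 100% = mean luminescence of untreated control wells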
* = called active by the depositor; · = not tested or not shown. Rule as the data show it, unless noted: active = inhibition above about 30%; inactive = the rest.

1	CCOc1ccc(S(=O)(=O)n2cc(-c3ccc(F)cc3)c(N)n2)cc1
2	CCn1c(SCC(=O)C(C)(C)C)nnc1-c1ccccc1OC
3	CCOCCCN1C(=O)C(O)=C(C(C)=O)C1c1cccs1 (configuration not stated)
4	COc1cc(S(=O)(=O)N2CCOCC2)ccc1NC(=O)COC(=O)c1ccccn1
5	CC1SC(=NC(=O)C(C)N2C(=O)c3ccccc3C2=O)NC1=O (configuration not stated)
6	COC(=O)c1c(-c2cccc(C)c2)csc1N
7	CC(=O)Nc1cccc(-c2nnc(SCC(=O)n3c4c(c5ccccc53)CCCC4)n2C)c1
8	CCOC(=O)N1CCN(c2cc(=O)n(-c3ccccc3Cl)c(=O)[nH]2)CC1

assay / entry,1,2,3,4,5,6,7,8
DAT uptake mod,-0.081,0.54,0.0055,-0.59,-1.8,0.014,1.2,-1.3
HUVEC prolif 384,86,101,91,99,88,97,99,103
Ecoli WT expand,-8,8,·,-2,·,14,-10,1
PostGolgi ctrl,12,6,·,4,·,11,3,18
S1P2 antag,4,10,-1,1,9,-16,-4,13
Lung fibro prol,106,94,95,92,98,89,98,94
S1P2 agonist,-4,-1,-5,-6,-5,-5,-2,-3
PostGolgi yeast,-6,3,·,6,·,0,-7,-1
H69AR growth 86K,97,88,92,94,93,93,100,95

9	O=C1CC(c2ccccc2)CC(O)=C1C=NCc1ccc(Cl)c(Cl)c1 (configuration not stated)
10	CCC1(C)Cc2nc3sc(C(=O)O)c(N)c3cc2CO1 (configuration not stated)
11	CC(C)c1nnc(NC(=O)CSc2ncn[nH]2)s1
12	COC(=O)C1=C(C)N(c2ccc(Cl)c(Cl)c2)C(=O)C1
13	COc1ccc(Nc2nc(C(C)(C)C)nc3c2nnn3Cc2ccccc2Cl)cc1OC
14	Cc1ccc2cccc(NC(=O)c3ccc(Br)o3)c2n1
15	CCC(=O)Nc1ccc(-c2nnc(SCC(=O)N3CCCCC3)n2C)cc1
16	O=C(Nc1ccc2c(c1)OCO2)c1cnn2c1NC(c1ccco1)CC2C(F)(F)F (configuration not stated)

assay / entry,9,10,11,12,13,14,15,16
DAT uptake mod,·,0.062,-0.64,-1.9,1.9,0.37,-0.49,0.043
HUVEC prolif 384,·,90,76,75,64,66,91,92
Ecoli WT expand,3,0,10,1,·,-2,3,-3
PostGolgi ctrl,12,-2,-1,5,·,16,7,-2
S1P2 antag,1,·,7,-2,-1,-14,20,23
Lung fibro prol,·,97,100,66,99,86,95,101
S1P2 agonist,-3,·,-10,-3,2,-6,-3,-5
PostGolgi yeast,4,8,-2,5,·,2,1,-4
H69AR growth 86K,·,·,92,43,57,·,88,93

Single records (already shown). Order of screens: DAT uptake mod, HUVEC prolif 384, Ecoli WT expand, PostGolgi ctrl, S1P2 antag, Lung fibro prol, S1P2 agonist, PostGolgi yeast, H69AR growth 86K
Results for COC(=O)C1=C(C)N(c2ccc(Cl)c(Cl)c2)C(=O)C1 : -1.9, 75, 1, 5, -2, 66, -3, 5, 43
Results for CCC(=O)Nc1ccc(-c2nnc(SCC(=O)N3CCCCC3)n2C)cc1 : -0.49, 91, 3, 7, 20, 95, -3, 1, 88
Results for O=C1CC(c2ccccc2)CC(O)=C1C=NCc1ccc(Cl)c(Cl)c1 (configuration not stated) : ·, ·, 3, 12, 1, ·, -3, 4, ·
Results for O=C(Nc1ccc2c(c1)OCO2)c1cnn2c1NC(c1ccco1)CC2C(F)(F)F (configuration not stated) : 0.043, 92, -3, -2, 23, 101, -5, -4, 93

Remaining list, next part:
17	Cc1cc(C(=O)COc2cccc3cccnc23)c(C)n1C
18	O=C(CCC1N=C2c3ccccc3N=C(SCc3ccc(Cl)cc3)N2C1=O)NCc1ccco1 (configuration not stated)
19	COc1ccc(N(Cc2cc3ccc(C)cc3[nH]c2=O)C(C)=O)cc1
20	Cc1ccc(-c2nnn(CC(=O)N(Cc3cccs3)C(C(=O)NC3CCCCC3)c3ccco3)n2)o1 (configuration not stated)
21	Cc1ccc(-c2cn3cccnc3n2)cc1NC(=O)c1c(-c2ccccc2Cl)noc1C
22	CCOC(=O)C1CCN(CC(O)COc2ccc(C(C)(C)C)cc2)CC1 (configuration not stated)
23	Cn1c(SCC(=O)N2CCCC2)nnc1-c1ccc(S(=O)(=O)N2CCCC2)cc1
24	CCCCOC(=O)C1C2C=C[C@]3(CN(CCCOC)C(=O)[C@H]13)O2 (some centres not stated)

assay / entry,17,18,19,20,21,22,23,24
DAT uptake mod,0.4,-0.35,0.39,-0.07,·,0.054,-0.017,0.0056
HUVEC prolif 384,·,76,94,77,·,82,90,98
Ecoli WT expand,11,-10,-4,-9,3,22,8,-13
PostGolgi ctrl,18,3,14,-7,15,59*,-3,7
S1P2 antag,7,5,13,-17,-1,3,0,-1
Lung fibro prol,·,102,101,107,·,105,90,109
S1P2 agonist,-7,3,-9,-4,-1,1,-3,2
PostGolgi yeast,-5,2,-1,-3,-15,29,28,3
H69AR growth 86K,·,74,88,19*,·,60,89,98

25	O=S(=O)(c1ccc(Oc2ccc(Br)cc2)cc1)N1CCOCC1
26	Cc1ccc(NCc2ccccc2O)cc1
27	CCOc1ccc(NC(=O)Nc2cccs2)cc1
28	CCN(CC)CCCN1C(=O)C(O)=C(C(=O)c2ccco2)C1c1ccc(OC(C)C)cc1 (configuration not stated)
29	CCOC(=O)N1CCN(C(=O)CCSc2ccc(C)cc2)CC1

assay / entry,25,26,27,28,29
DAT uptake mod,-0.81,1.1,-0.51,0.49,0.29
HUVEC prolif 384,105,100,102,104,92
Ecoli WT expand,-10,7,3,5,8
PostGolgi ctrl,63*,13,-10,43*,6
S1P2 antag,8,2,-77,1,10
Lung fibro prol,92,100,95,105,97
S1P2 agonist,0,-6,-3,-8,-5
PostGolgi yeast,16,-9,-2,-5,4
H69AR growth 86K,88,87,99,97,92

Reformatted as labelled records: 3 of the compounds above
(26) Cc1ccc(NCc2ccccc2O)cc1
  DAT uptake mod = 1.1
  HUVEC prolif 384 = 100
  Ecoli WT expand = 7
  PostGolgi ctrl = 13
  S1P2 antag = 2
  Lung fibro prol = 100
  S1P2 agonist = -6
  PostGolgi yeast = -9
  H69AR growth 86K = 87
(27) CCOc1ccc(NC(=O)Nc2cccs2)cc1
  DAT uptake mod = -0.51
  HUVEC prolif 384 = 102
  Ecoli WT expand = 3
  PostGolgi ctrl = -10
  S1P2 antag = -77
  Lung fibro prol = 95
  S1P2 agonist = -3
  PostGolgi yeast = -2
  H69AR growth 86K = 99
(28) CCN(CC)CCCN1C(=O)C(O)=C(C(=O)c2ccco2)C1c1ccc(OC(C)C)cc1 (configuration not stated)
  DAT uptake mod = 0.49
  HUVEC prolif 384 = 104
  Ecoli WT expand = 5
  PostGolgi ctrl = 43*
  S1P2 antag = 1
  Lung fibro prol = 105
  S1P2 agonist = -8
  PostGolgi yeast = -5
  H69AR growth 86K = 97

Given field by field: part of the list above
#28 CCN(CC)CCCN1C(=O)C(O)=C(C(=O)c2ccco2)C1c1ccc(OC(C)C)cc1 (configuration not stated)
- DAT uptake mod: 0.49
- HUVEC prolif 384: 104
- Ecoli WT expand: 5
- PostGolgi ctrl: 43*
- S1P2 antag: 1
- Lung fibro prol: 105
- S1P2 agonist: -8
- PostGolgi yeast: -5
- H69AR growth 86K: 97

#29 CCOC(=O)N1CCN(C(=O)CCSc2ccc(C)cc2)CC1
- DAT uptake mod: 0.29
- HUVEC prolif 384: 92
- Ecoli WT expand: 8
- PostGolgi ctrl: 6
- S1P2 antag: 10
- Lung fibro prol: 97
- S1P2 agonist: -5
- PostGolgi yeast: 4
- H69AR growth 86K: 92

High-throughput results: PubChem, several laboratories

The order is random; overall some 11% were active at least once.
